Assay outcomes: PubChem BioAssay, National Center for Advancing Translational Sciences (NCATS)
EPAC1 ag = activates human EPAC1 exchange factor | EPAC1 agonist qHTS, biochemical assay; response scale: 100% = response to 6.5 mM cAMP | Potency, µM (top dose mostly 154 µM), for inactives: at the top dose activation, hits mostly activators | 0.073% of 360,000 active; note: potency is the fitted concentration of half-maximal effect; nearly all actives have a fitted effect of over 60% in size
Target sequence (O95398 whole entry, looked up): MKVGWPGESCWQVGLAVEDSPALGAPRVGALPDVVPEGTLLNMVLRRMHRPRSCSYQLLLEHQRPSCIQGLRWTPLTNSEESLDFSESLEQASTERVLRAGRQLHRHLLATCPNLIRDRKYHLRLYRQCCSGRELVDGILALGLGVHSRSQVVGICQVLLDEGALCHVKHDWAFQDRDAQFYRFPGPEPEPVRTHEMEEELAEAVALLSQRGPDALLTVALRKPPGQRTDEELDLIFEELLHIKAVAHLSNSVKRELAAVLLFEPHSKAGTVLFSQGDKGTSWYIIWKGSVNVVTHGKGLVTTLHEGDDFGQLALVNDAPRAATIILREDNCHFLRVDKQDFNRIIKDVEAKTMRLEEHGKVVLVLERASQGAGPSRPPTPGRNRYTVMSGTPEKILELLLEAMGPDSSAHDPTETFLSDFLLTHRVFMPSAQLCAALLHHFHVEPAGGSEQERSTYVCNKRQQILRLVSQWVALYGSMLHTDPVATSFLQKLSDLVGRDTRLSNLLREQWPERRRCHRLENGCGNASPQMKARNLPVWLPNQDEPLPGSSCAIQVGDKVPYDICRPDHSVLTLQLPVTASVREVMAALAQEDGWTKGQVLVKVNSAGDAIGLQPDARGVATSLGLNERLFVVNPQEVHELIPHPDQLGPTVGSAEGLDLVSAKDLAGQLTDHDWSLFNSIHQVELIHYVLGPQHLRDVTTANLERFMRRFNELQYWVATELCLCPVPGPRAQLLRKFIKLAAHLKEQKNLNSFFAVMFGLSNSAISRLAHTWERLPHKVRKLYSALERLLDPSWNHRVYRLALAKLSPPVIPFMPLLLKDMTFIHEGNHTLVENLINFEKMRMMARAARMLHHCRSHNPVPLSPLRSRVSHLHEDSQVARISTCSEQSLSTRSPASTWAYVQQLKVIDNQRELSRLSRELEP
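EPAC1 100 nM, Rap1B–BODIPY-GDP 250 nM, unlabeled GDP 50 uM; compound titration; 5 min RT; kinetic read ex480/em540 at 5-min intervals ×30 min; data normalized to 6.5 mM cAMP agonist control.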
IL2 activator = activates IL-2 in a cell-based reporter assay | IL-2 activation reporter assay, cell-based qHTS; stimulated with anti-CD3/CD4/CD28 beads; in transgenic mouse T cells | activation, % (series mostly up to about 46 µM) | 0.065% of 360,000 active; in the data active = activation above about 50%; inconclusive = mostly about 30% to 49%; note: 0% is about no effect
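EGFP and DsRed fluorescence is measured by plate cytometry in unstimulated transgenic mouse T cells exposed to compound for 60 minutes, then stimulated 18 hours at 37 degrees C with anti-CD3/anti-CD4 beads plus anti-CD28.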
GLP1R inv ag = inverse agonists of human GLP-1 receptor; Potency, µM (series often up to 38.3 µM), for inactives: at the top dose activity change, negative = inhibition, usual class: inhibitors; P43220; AID 624417; HEK293 GLP-1R CRE-luciferase, luminescence, 24 h; GLP-1R form is constitutively active; 1.6% of 410,000 active; note: potency is the fitted concentration of half-maximal effect; % is set by controls: 0 for no effect and ±100 for the full control effect; nearly all actives have a fitted effect of over 55% in size
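Inverse agonism was detected as reduced cAMP-driven luciferase luminescence after 24 h compound treatment. The cells were HEK293 clones expressing constitutively active human GLP-1R with the reporter. Reporter-only and GPR119 cell lines served as counterscreen controls.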
GLP-1R agonist = activates the human GLP-1 receptor | P43220 | HEK293 GLP-1R CRE-luciferase, luminescence, 4-6 h; cells express a hypersensitive GLP-1R form | 0.007% of 380,000 active | AID 624172 | Potency, µM (titrated, usually from 45.6 µM), inactives show at the top dose activation, most hits filed as activators; note: potency is the fitted concentration of half-maximal effect; % of control where 0% means no effect
PLK1 PBD inh = inhibitors of human PLK1 polo-box domain binding; P53350; Plk1 PBD binding of FITC phosphopeptide, fluorescence polarization; Potency, µM, without a hit: max response, negative = inhibition, most hits filed as inhibitors; 2.8% of 360,000 active; AID 720504; note: potency is the fitted concentration of half-maximal effect; series mostly up to about 57 µM; % is set by controls: 0 for no effect and ±100 for the full control effect; nearly all actives have a fitted effect of over 65% in size
PI5P4Ka inh = PI5P4K alpha (human) kinase inhibition. PI5P4Kalpha enzyme, ADP-Glo luminescence, 60 min; stronger effect = lower value. 1.2% of 330,000 active. max response, %; active = max response of -50% or lower; inconclusive = between -30% and -50%; inactive = -30% or higher; note: value at the top dose of about 77 µM; % is set by controls: 0 for no effect and ±100 for the full control effect
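ADP-Glo luminescence end-point after a 60 min room-temperature kinase reaction. PI5P4Kalpha and substrate in HEPES pH 7.4 buffer with EGTA, 0.1% CHAPS and 5% DMSO; ATP at 5 microM final.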
EPAC1 antagonist = antagonists of human EPAC1. EPAC1 GEF assay, Rap1b-BODIPY-GDP exchange fluorescence. 0.14% of 360,000 active. Potency, µM (titrated, usually from 115 µM), inactives show at the highest dose activity change, negative = inhibition, usual class: inhibitors. O95398;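 note: potency is the fitted concentration of half-maximal effect; plate controls were vehicle for no effect and positive control for full effect; nearly all actives have a fitted effect of over 50% in size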
HEK293 tox = cytotoxicity in counter-screen for GLP-1R inverse agonists | HEK293 cAMP-luciferase reporter cells, luminescence, 24 h | Potency, µM (top dose mostly 38.3 µM), without a hit: at the top dose activity change, negative = inhibition, hits mostly inhibitors | 0.13% of 410,000 active | AID 624418;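 note: loss of luciferase light is scored as toxicity; potency is the fitted concentration of half-maximal effect; % is set by controls: 0 for no effect and ±100 for the full control effect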
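Here, cytotoxicity is scored as loss of luminescence. The MLSMR collection was tested on cells seeded in medium containing 10% Nu serum, with a 24 hr compound exposure preceded by 12 hours of culture.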
PTHR1 ag = activates the human parathyroid hormone receptor PTHR1; Q03431; HEK293 GP2 PTHR1 cells, GloSensor cAMP luminescence, 1 h; Potency, µM (top dose mostly 115 µM), without a hit: top-dose activation, most hits filed as activators; 0.075% of 410,000 active; AID 743266; note: potency is the fitted concentration of half-maximal effect; nearly all actives have a fitted effect of over 55% in size; some results filed as inactive show a strong effect at the top dose; inactives centre near -15; many of its hits are not listed in these tables
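HEK-293-derived GP2 cells expressing PTHR1 and a GloSensor cAMP reporter, 3,000/well, plated overnight, given luciferin plus IBMX (each 0.5 mM as added) for 1 h at 37 °C, then compound for 1 h at 37 °C. Luminescence was read after 15 min at room temperature.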
* marks the source's active call; other numbers are inactive results; i = inactive; ? = inconclusive; . = not tested or not shown; [ ] = dose if it differs, or a comment. Unless noted, calls come from the whole dose curve; as a rule, active = well fitted curve in the direction sought with a large enough effect; inconclusive = small, poorly fitted or top-dose-only effect, or another doubt; inactive = no such curve, though single readings can be large; an effect the other way counts as inactive or inconclusive.

Values run as follows: HEK293 tox, GLP1R inv ag, EPAC1 antagonist, PTHR1 ag, GLP-1R agonist, PI5P4Ka inh, PLK1 PBD inh, IL2 activator, EPAC1 ag
O=C(Cn1c2c(sc1=O)C1c3ccccc3OCC1CS2)Nc1ccc(Cl)cc1 (stereo not given)
  -1%, 3%, -10%, i, -4%, -6, -21%, -1.4, 11%
CCn1c(=O)cc(OCC(=O)Nc2nc(C)cs2)c2ccccc21
  1%, 39%[activator], -15%, -18%, 6%, 1, 1%, 1.0, -2%
O=C(O)CCCCCN1C(=O)c2ccc(C(=O)O)cc2C1=O
  -13%, 2%, 1%, i, -2%, ., -2%, 0.3, 0%
CC(C)C[C@@H]1NC(=O)[C@H](Cc2ccccc2)N(C)C(=O)[C@H](C)NC(=O)c2ccccc2NC(=O)[C@H](Cc2ccc(O)cc2)N(C)C1=O
  ?, 10µM*, 4%, -30%[inhibitor], -4%, 0, -3%, -0.4, -21%
NC(=O)c1ccsc1NC(=O)c1ccc(S(=O)(=O)N2CCCCC2)cc1
  -23%, 5%, 3%, -4%, -2%, -14, 4%, -3.0, 0%
Cc1ccc(SCC(=O)NCCCc2ccccc2)cc1
  1%, -15%, ?, ?, 0%, 1, -1%, -1.8, -4%
COCCN(CC(=O)Nc1cccc(C)c1C)C(=O)c1ccc(S(=O)(=O)N2CCOCC2)cc1
  -4%, 18%, 10%, i, -7%, -5, -3%, 0.3, 3%
CC(CCc1ccccc1)NC(=O)C(C)OC(=O)c1ccco1 (stereo not given)
  0%, -8%, 6%, i, -24%, 2, 2%, -5.0, -10%
Cc1ccc2c(c1)C(=O)OC1(O)C3C4C=CC(C4)C3C(=O)N21 (stereo not given)
  2%, 3%, -5%, -23%, -4%, 0, -1%, -2.8, -1%
O=C(Nc1ccc(F)cc1F)N1CCN(CCc2ccccc2)CC1
  2%, -20%, 6%, i, 4%, 0, -15%, 0.0, 10%
CCOC(=O)C1=C[C@@H](C(C)(C)C)N(S(=O)(=O)c2ccc(C)cc2)[C@H]1c1cccc2ccccc12
  -1%, ?, -9%, -10%, 0%, 4, 4%, -0.4, -6%
O=C(CSc1ccc(-c2ccc(-n3cccn3)cc2)nn1)Nc1ccc([N+](=O)[O-])cc1
  1%, 19%, 10%, i, 0%, -10, -4%, 0.2, 6%
COc1cc2c(cc1NC(=O)CN(C)Cc1ccc(OC)c(OC)c1)oc1ccccc12
  -12%, ?, -3%, -65%[inhibitor], 24%, 17, -12%, -0.7, 8%
CCN1CCN(C(c2cccs2)C(C)NC(=S)NC2CCCCC2)CC1 (stereo not given)
  -15%, 4%, 0%, i, 14%, 0, 2%, -2.0, 0%
CCOC(=O)N1CCN(S(=O)(=O)c2cccc3nsnc23)CC1
  2%, 0%, -4%, i, -6%, 1, -4%, -4.4, 12%
COc1cc(OC)c(C(=O)NC2CC(C)(C)NC(C)(C)C2)cc1OC
  19%, 0%, 4%, -6%, -1%, 6, -8%, -3.3, -4%
CCOC(=O)C(NC(=O)Nc1ccc(F)cc1F)(Oc1ccccc1)C(F)(F)F (stereo not given)
  -11%, 4%, -8%, i, 11%, 11, -12%, -0.6, -3%
Cc1ccc2[nH]c(O)c(N=NC(=O)C(C)n3cnc4ccccc4c3=O)c2c1 (stereo not given)
  6%, 1%, -23%, -50%[inhibitor], 10%, -16, -6%, -0.1, 10%
CCCc1nc(SCC(=O)c2ccc(F)cc2)c2ccccc2n1
  ?, ?, -11%, -37%[inhibitor], 31%, 12, ?, -0.6, 2%
Cc1ccc(C(=O)CCNc2ccc(Br)cc2)o1
  -11%, -16%, 6%, -13%, 11%, 3, -6%, -4.1, 2%
CN=C1N(C)C[C@@H]2[C@@H]3C(=O)N(Cc4ccccc4)C(=O)[C@@H]3[C@](Cc3ccccc3)(C(=O)OC)N12
  0%, 17%, -5%, -13%, 5%, 5, -6%, -0.2, 4%
CC(=NC1CC1)C1=C(O)c2ccccc2C1=O
  -54%, 20%, 8%, -16%, -1%, -3, 0%, -0.7, -4%
C=CCn1c(SCC(=O)Nc2ccccc2-c2ccccc2)nc2cc(C(=O)O)ccc2c1=O
  -25%, -9%, 13%, -23%, 1%, -55*, -5%, 0.7, -13%
Cc1ccc(C2=NN(C)c3nc4ccccc4n3C2)cc1
  143%[activator], -18%, -20%, -19%, -10%, 2, -11%, 0.4, 17%
CCOC(=O)C1CCCN(c2c(NCc3ccco3)c(=O)c2=O)C1 (stereo not given)
  20%, 12%, -12%, -42%[inhibitor], 5%, 8, -4%, -0.2, -5%
CCOc1ccccc1NC(=O)c1cc(CC(C)C)oc1C
  14%, ?, -23%, -27%, 2%, ., -8%, 0.4, 0%
CCCCCCOc1ccc(/C=C/C(=O)N2CCOCC2)cc1OC
  -4%, ?, -19%, -10%, 9%, -5, 1%, 8.4, -1%
O=C(C[C@H]1C[C@H](C(=O)N2CCCCC2)[C@@]2(CCc3ccccc3)c3[nH]c4cc(-c5ccco5)ccc4c3CCN2C1=O)NCc1ccco1
  -7%, 8.9µM*, ?, -10%, -2%, -28, -1%, 1.7, -12%
Cc1nc(-c2cn[nH]c2)c2cc(C)oc2n1
  -5%, 84%[activator], -15%, -8%[57.5 µM], 10%, -1, -12%, -0.6, 0%
COc1cccc(NC(=O)c2cnc(NS(=O)(=O)c3ccccc3)nc2)c1
  4%, 2%, -6%, -33%[inhibitor], -1%, 3, 1%, 1.2, 2%
Cn1c(N2CCN(C(c3ccccc3)c3ccccc3)CC2)nc2c1c(=O)[nH]c(=O)n2C
  -11%, -8%, -3%, -2%, -5%, 0, -2%, -1.8, 21%
Cc1nc(C(=O)N2CCCC(C(=O)c3ccc(Cl)cc3)C2)cs1 (stereo not given)
  -9%, ?, 4%, -53%[inhibitor], 4%, -4, 27µM*, -2.4, -6%
COc1cccc(CNC(=O)[C@@H]2CCCN2C(=O)[C@H]2CCCCN2C(=O)c2cccc(Cl)c2)c1
  1%, -13%, -2%, -41%[inhibitor], -1%, -1, -2%, -0.6, 10%
O=C(Nc1ccc(F)cc1)c1ccccc1
  2%, 10%, 13%, -11%[57.5 µM], -4%, ., -1%, -3.9, -6%
CCOc1ccccc1N(C(=O)c1snc(C(N)=O)c1N)C(C(=O)NCC1CCCO1)c1ccc2ncccc2c1 (stereo not given)
  2%, 29%, 12%, -21%, 22%, 1, -3%, 2.1, -2%
CN(C)S(=O)(=O)c1ccc(Cl)c(C(=O)NCCNC(=O)c2cc(S(=O)(=O)N(C)C)ccc2Cl)c1
  -2%, 9%, 6%, 0%, 2%, 7, -19%, 2.7, -7%
CCOc1ccc2nc(SCc3ccc(F)cc3)sc2c1
  16%, ?, -9%, -12%, -1%, 29, -7%, 0.2, 11%
CCOC(=S)SCC(=O)N1CCc2ccccc2C1C1C(=O)CC(C)(C)CC1=O (stereo not given)
  -4%, -11%, 11%, -48%[inhibitor], -2%, 0, -6%, -0.1, 0%
CCN(C(=O)COC(=O)/C=C/c1c(C)nn(-c2ccccc2)c1C)c1c(N)n(Cc2ccccc2)c(=O)[nH]c1=O
  9%, 9%, -2%, -19%, 9%, 1, -3%, -4.2, -1%
O=C(CCN1C(=O)C2C3C=CC(C4CC34)C2C1=O)Oc1ccccc1 (stereo not given)
  5%, -6%, -7%, i, -8%, 0, -16%, 0.1, 2%
N#Cc1ccc(OCC(=O)Nc2cccc(S(=O)(=O)NC3=NCCCCC3)c2)cc1
  8%, 9%, -21%, i, -1%, ?, -3%, -2.0, 3%
O=S(=O)(c1ccccc1)c1nc(-c2ccco2)oc1NCc1ccco1
  54%, 21%, -13%, i, 2%, -8, -3%, -0.5, 7%
O=C(NNC(=S)NCc1ccco1)c1ccc(Cl)s1
  18%, -9%, 7%, i, 8%, 1, -18%, -0.3, 0%
CCCCc1nc2sc3c(c2c(=O)n1NC(=O)c1ccco1)CC(C)(C)OC3
  3%, 12%, -3%, i, -3%, -2, -3%, -0.9, -5%
CC(=O)c1cccc(NC(=O)COC(=O)c2ccccn2)c1
  -10%, 3%, 3%, -13%, 6%, -4, -1%, 0.8, 5%
Cc1ccc(NC(=O)C2(C)CCN2C(=O)CCC2CCCC2)cc1C (stereo not given)
  1%, ?, -6%, -4%, ?, 12, -2%, -0.1, -6%
COc1ccc(CNc2ccc(C(=O)O)cc2)cc1
  -15%, 5%, 5%, -5%[57.5 µM], 3%, 3, 0%, -2.1, -7%

Only part of the results is shown; rates above refer to the full screens.
